# PAD4 inh = inhibitors of human PAD4. AID 485272. recombinant PAD4, RCA probe fluorescence polarization. hit rate 0.41% among 330,000. inhibition, % at 6.36 µM;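 active = percent inhibition above a cutoff equal to the mean of all tested compounds plus 3 SD, cut at about 15% in these data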;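 note: 0% = PAD4 with RCA probe and DMSO and 100% = probe without PAD4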
# MCL1 BIM primary = MCL1-BIM-BH3 interaction inhibition (human) | Q07820 | GST-MCL1 / FITC-Bim-BH3 fluorescence polarization | inhibition, % at 10.9 µM | hit rate 0.68% among 320,000 | AID 2057;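 active = inhibition above the mean inhibition of all tested compounds plus 3 SD, set per campaign, cut at about 40% in these data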;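 note: 0% = DMSO wells and 100% = unlabeled Bim-BH3 peptide control; higher means more loss of mP so more displacement of Bim peptide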
# GSTO1 inh = GSTO1 inhibition, counter-screen for RBBP9 inhibitors; P78417; AID 1974; hit rate 1.1% among 300,000; inhibition, % at 5.96 µM; recombinant GSTO1, activity-based probe fluorescence polarization;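 active = inhibition above the campaign mean inhibition plus 3 SD, cut at about 35% in these data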;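 note: 0% = GSTO1-1 with DMSO and 100% = wells lacking GSTO1-1 enzyme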
# Target sequence (P78417 whole entry, looked up): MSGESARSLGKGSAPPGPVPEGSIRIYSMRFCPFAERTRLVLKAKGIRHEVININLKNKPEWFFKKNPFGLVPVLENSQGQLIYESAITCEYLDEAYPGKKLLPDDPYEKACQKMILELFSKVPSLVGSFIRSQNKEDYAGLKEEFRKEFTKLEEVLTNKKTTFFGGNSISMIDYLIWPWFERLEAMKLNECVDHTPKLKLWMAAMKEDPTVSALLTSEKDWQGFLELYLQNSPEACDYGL
# TPT1 inhibitor = inhibitors of Candida albicans tRNA 2'-phosphotransferase TPT1; recombinant caTPT1, FP RNA substrate dephosphorylation; inhibition, % at 5 µM; hit rate 0.81% among 300,000; AID 1962;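 active = inhibition above the mean of all tested compounds plus 3 SD, set per screening campaign, cut at about 24% in these data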;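 note: plate controls were DMSO alone for no effect and ferristatin control at 100 nM for full effect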
# BCLXL inh = blocks human Bcl-xL binding to Bim BH3 peptide; GST-Bcl-xL / FITC-Bim BH3 peptide fluorescence polarization; inhibition, % at 10.9 µM; hit rate 0.7% among 320,000;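 active = inhibition above the mean of all tested compounds plus 3 SD, cutoff set per campaign, cut at about 30% in these data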;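 note: 0% = DMSO wells and 100% = unlabeled Bim-BH3 peptide competitor; inhibitors lower millipolarization by displacing the labeled peptide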
# Target sequence (Q07817 whole entry, looked up): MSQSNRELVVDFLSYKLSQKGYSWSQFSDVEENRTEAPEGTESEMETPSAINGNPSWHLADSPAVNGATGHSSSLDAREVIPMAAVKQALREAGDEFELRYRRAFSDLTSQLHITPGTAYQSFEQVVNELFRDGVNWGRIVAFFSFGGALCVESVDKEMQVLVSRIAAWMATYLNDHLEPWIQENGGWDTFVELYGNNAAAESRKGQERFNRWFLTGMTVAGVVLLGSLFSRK
# MEX-5 binding = C. elegans MEX-5 TCR-2 RNA binding activity. Q9XUB2. MEX-5/FITC-TCR2 RNA binding, fluorescence polarization; hits give low values. activity score (negative = inhibition of binding), % at 10 µM. hit rate 0.38% among 300,000;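 active = inhibition past about -25% in most replicates, and total fluorescence under double the plate's negative control median, limit read from the data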;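 note: 0% = DMSO and -100% = 5 µM competing unlabeled TCR2 RNA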
# PME-1 inh = blocks human protein phosphatase methylesterase 1; Q9Y570; recombinant PME-1, FP-Rh probe fluorescence polarization; inhibition, % at 5.9 µM; hit rate 0.53% among 320,000;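 active = inhibition above the campaign mean of all compounds plus 3 SD, cut at about 26% in these data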;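 note: competitive labeling of PME-1 active site by serine hydrolase directed probe; 0% = PME-1 with DMSO and 100% = wells lacking PME-1 enzyme; inhibitors block probe labeling so polarization falls and inhibition rises; many of its hits are not listed in these tables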
# Fam108B inh = Fam108B inhibition, counter-screen for RBBP9 inhibitors; recombinant Fam108B, FP-Rh probe fluorescence polarization; inhibition, % at 9.51 µM; hit rate 0.33% among 300,000;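 active = inhibition above the screen mean inhibition plus 3 SD, computed separately per campaign, cut at about 18% in these data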;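 note: inhibitors lower polarization as less probe binds the enzyme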
# GLD-1 RNA inh = GLD-1-TGE RNA interaction inhibition (C. elegans); Q17339; purified GLD-1 + fluorescein TGE RNA, fluorescence polarization; inhibition, % at 5.96 µM; hit rate 0.44% among 320,000; AID 2280;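 active = percent inhibition above a per-plate cutoff, the plate mean of test compounds plus 3 SD, cut at about 30% in these data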;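 note: 0% = DMSO wells with GLD-1 and probe and 100% = wells lacking GLD-1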
# Target sequence (Q17339 whole entry, looked up): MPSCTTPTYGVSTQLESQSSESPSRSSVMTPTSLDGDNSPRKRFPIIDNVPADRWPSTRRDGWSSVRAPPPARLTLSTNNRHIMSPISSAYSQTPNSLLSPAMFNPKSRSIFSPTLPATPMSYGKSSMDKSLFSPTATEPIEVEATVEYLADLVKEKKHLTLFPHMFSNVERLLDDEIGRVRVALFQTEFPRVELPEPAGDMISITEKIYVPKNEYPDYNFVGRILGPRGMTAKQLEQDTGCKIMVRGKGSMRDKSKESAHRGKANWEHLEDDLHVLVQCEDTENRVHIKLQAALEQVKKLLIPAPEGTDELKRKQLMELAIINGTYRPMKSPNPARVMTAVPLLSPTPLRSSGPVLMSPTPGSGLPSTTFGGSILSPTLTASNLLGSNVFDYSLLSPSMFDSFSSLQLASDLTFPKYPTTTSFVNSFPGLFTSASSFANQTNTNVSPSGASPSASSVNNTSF
# * hit, by the source's call; x = no result given. A portion of the library. The share of hits here may be higher or lower than overall.
Structure	PAD4 inh	MCL1 BIM primary	GSTO1 inh	TPT1 inhibitor	BCLXL inh	MEX-5 binding	PME-1 inh	Fam108B inh	GLD-1 RNA inh
CC(C)[C@@H](C(=O)NCC1CCC(C(=O)O)CC1)n1nnc2ccccc2c1=O (some centres not stated)	-1	3	-2	-6	6	-0.5	1	2	0
CCc1cccc(CC)c1NC(=S)NCCc1c(C)[nH]c2ccccc12	-3	5	2	0	4	-0.7	9	-1	-1
Cc1cc(-c2csc(NC(=O)c3cccc(S(=O)(=O)N(C)C)c3)n2)c(C)n1-c1ccccc1	-12	-11	-1	23	1	2.0	-1	-3	-1
COc1cc(C(=O)Nc2ccccc2N2CCCCC2)cc(OC)c1OC	-1	1	5	0	3	-0.7	5	2	8
Cc1nc2ccccc2c(=O)n1NC(=O)C1CC1	-4	-9	1	-2	2	0.0	2	2	3
COc1ccc(CCC(=O)NC2CCCCC2)cc1	-2	-6	-7	-2	2	-0.8	1	1	3
COc1ccc(Oc2nc(Oc3ccc(OC)cc3)nc(Oc3ccc(OC)cc3)n2)cc1	-6	-1	-6	-1	3	-1.0	5	-2	9
COc1ccc(OC)c(NC(=O)c2nnn(Cc3ccc(Br)cc3F)c2N)c1	0	3	7	-4	3	-1.1	7	-2	6
CCCCOc1cccc(C(=O)N(Cc2ccccc2)C2CCS(=O)(=O)C2)c1 (configuration not stated)	-6	7	0	1	2	0.9	-1	-2	-1
COC(=O)N/N=C/c1ccc(OC(=O)c2ccco2)c(OC)c1	2	2	-3	0	-3	-2.0	2	2	5
CCCn1nnnc1COc1ccc(C(N)=O)cc1	1	10	4	-1	5	0.0	-1	-3	-3
O=C(Nc1cc(C(F)(F)F)ccc1F)C1CCCC1	2	0	0	-1	1	3.3	-3	-2	2
C=CCn1c(=N)n(CC(O)c2ccco2)c2ccccc21 (configuration not stated)	3	31	-1	-6	34*	-1.3	-5	-4	15
CC(C)c1ccc(S(=O)(=O)N2CCN(C(=O)c3ccncc3)CC2)cc1	-5	-3	x	x	1	x	1	x	2
Cc1ccc(NC(=O)Nc2ccc3c(c2)C(=O)OC3)cc1Cl	-5	-1	-6	0	-3	-0.6	-1	-30	1
O=C(CCN1C(=O)c2cccc3cccc(c23)C1=O)N1CCN(Cc2ccc3c(c2)OCO3)CC1	3	7	2	-4	5	1.4	-5	4	1
O=C(CSc1nnc(-c2ccc(F)cc2)o1)N1CCN(C(=O)c2ccco2)CC1	-4	-2	2	3	-2	-1.4	0	-1	13
Nc1ccc(C(=O)OCC(=O)N2CCOCC2)cc1[N+](=O)[O-]	-1	4	1	-2	4	2.1	-3	1	-2
CCc1c(C2(O)CCCCC2)[nH]c2ccc(C(=O)OC)cc12	-3	4	0	0	6	0.7	2	-6	0
O=C(N/N=C/c1cn[nH]c1-c1ccc(F)cc1)c1ccncc1	-3	2	4	0	3	0.6	-10	0	4
Cc1ccc(C(=O)NCCNC(=O)COc2ccccc2Cl)cn1	-2	7	-7	-3	2	-0.5	2	-1	0
COc1cccc(CC2(CO)CCCN(Cc3c(C)cc(C)cc3-n3cccn3)C2)c1 (configuration not stated)	-4	2	6	0	2	0.6	-7	0	-4
CCOC(=O)c1ccc(OCC(=O)c2ccc(O)cc2O)cc1	-1	-4	1	2	0	-0.3	-7	-3	3
COc1ccccc1N(C)S(=O)(=O)c1ccc(C(=O)OCC(=O)Nc2ccc(C(N)=O)cc2)cc1	0	1	x	x	1	x	14	x	6
O=[N+]([O-])c1cc([N+](=O)[O-])c(Oc2cccc(Cl)c2Cl)cc1NN1CCCCC1	4	4	2	-1	4	0.5	5	0	2

# Reprinted at random: 6 records from the list.
Structure	PAD4 inh	MCL1 BIM primary	GSTO1 inh	TPT1 inhibitor	BCLXL inh	MEX-5 binding	PME-1 inh	Fam108B inh	GLD-1 RNA inh
CCc1c(C2(O)CCCCC2)[nH]c2ccc(C(=O)OC)cc12	-3	4	0	0	6	0.7	2	-6	0
COc1cccc(CC2(CO)CCCN(Cc3c(C)cc(C)cc3-n3cccn3)C2)c1 (configuration not stated)	-4	2	6	0	2	0.6	-7	0	-4
CCc1cccc(CC)c1NC(=S)NCCc1c(C)[nH]c2ccccc12	-3	5	2	0	4	-0.7	9	-1	-1
COc1ccc(CCC(=O)NC2CCCCC2)cc1	-2	-6	-7	-2	2	-0.8	1	1	3
O=C(CCN1C(=O)c2cccc3cccc(c23)C1=O)N1CCN(Cc2ccc3c(c2)OCO3)CC1	3	7	2	-4	5	1.4	-5	4	1
COC(=O)N/N=C/c1ccc(OC(=O)c2ccco2)c(OC)c1	2	2	-3	0	-3	-2.0	2	2	5

# Later entries
Structure	PAD4 inh	MCL1 BIM primary	GSTO1 inh	TPT1 inhibitor	BCLXL inh	MEX-5 binding	PME-1 inh	Fam108B inh	GLD-1 RNA inh
CCCN1CCC(N2CCN(c3ccc([N+](=O)[O-])cc3)CC2)CC1	1	-2	4	0	4	-2.7	-2	-7	-3
CC(C)c1ccc(S(=O)(=O)N2CCN(C(=O)c3cc(-c4ccccc4)n[nH]3)CC2)cc1	-4	6	-4	1	2	0.4	-5	-3	4
Cc1cc(/C=N/NC(=O)c2cccc(F)c2)c(C)n1-c1ccccc1	2	-12	3	2	-3	0.4	6	3	3
Cc1[nH]c2ccccc2c1C(=O)COC(=O)C1CCC(=O)N1 (configuration not stated)	-3	-1	5	1	2	0.9	-1	0	4
Cn1cnnc1Sc1nc2ccccc2nc1NS(=O)(=O)c1ccccc1	3	18	1	-5	23	-2.0	-2	-4	27
O=C(NCc1n[nH]c(=S)n1-c1cccc(Cl)c1)c1cccs1	-2	-14	-3	-4	-19	-2.9	1	3	3
C=CCNC(=S)N/N=C/c1cccc([N+](=O)[O-])c1	-5	8	-4	-2	2	0.5	1	4	10
CC(C)Oc1cccc(C(=O)NC(=S)Nc2ccccc2N2CCOCC2)c1	6	4	2	-3	4	0.9	2	-2	-6
CCOC(=O)C1(CCOc2ccccc2)CCN(Cc2ccc(O)c(OCC)c2)CC1	-4	8	9	-2	6	2.7	2	-3	4
Cc1cc(C)c(C#N)c(Nc2ccccc2F)n1	1	4	3	-1	6	-0.7	4	0	0
COc1ccc(C(=O)NCC(=O)OCC(=O)NCc2cccs2)cc1	2	5	-3	-4	0	0.8	2	1	-8
Cn1cccc1C1C=C(c2ccc(C(C)(C)C)cc2)Nc2ncnn21 (configuration not stated)	-3	-2	-6	0	-1	-1.1	-2	0	1
O=C(CN1C(=O)CCC1=O)Nc1nc(-c2ccc(Cl)s2)cs1	-2	8	3	-5	2	-0.3	2	-1	6
O=C(Cn1nc(CNc2ccc(Br)cc2)[n+]2c1CCCCC2)c1ccc([N+](=O)[O-])cc1	-1	2	11	-1	6	-0.2	4	4	-1
CCO[C@@H]1OC(C(=O)NC2CC2)=C[C@H](C2CCCCC2)[C@H]1CCCO	0	7	-7	-24	0	2.2	0	3	1
COC(c1ccccc1)c1nnc(CCC(=O)N2CCN(Cc3cccs3)CC2)o1 (configuration not stated)	-7	8	3	3	10	-0.1	-4	-1	8
Cc1ccc(N2CCN(CCc3nc4cc(NC(=O)c5ccco5)ccc4n3C)CC2)cc1	-2	10	1	-3	2	-0.8	1	1	-6
CC(OC(=O)CN(C)S(=O)(=O)c1ccc(Cl)cc1)C(=O)Nc1cccc(Cl)c1 (configuration not stated)	1	2	2	-3	3	0.7	4	1	5
CCC(CO)NCc1ccc(Br)cc1 (configuration not stated)	-9	3	3	-1	4	1.0	1	-4	0
CC(=O)Nc1ccc(NC(=O)Cn2ccc([N+](=O)[O-])n2)cc1	-3	5	5	0	6	-0.2	-3	1	3
CCOC(=O)c1c(C)c(C(=O)NCCc2ccccc2)c(C)n1C	-1	-5	0	-3	1	0.7	-5	4	-4
COc1ccc(-c2ccc(OC)c([C@H]3[C@H]4C=CC[C@@H](C)[C@@H]4C(=O)N3Cc3ccccc3)c2)cc1OC	0	-7	-6	3	-5	4.6	1	-4	-3
Cc1nc2cc3ccccc3cc2n1C	2	8	7	-1	8	1.6	-1	1	5
Cc1cccc(NC(=S)NCC(c2cccnc2)N(C)C)c1C (configuration not stated)	-2	11	-2	3	6	0.8	0	-1	7
CCOc1ccc(NC(=O)C2CC(=O)N(CCc3ccccc3)C2)cc1OC (configuration not stated)	4	2	x	x	3	x	-2	x	-5

# Remaining list, next part
# Each structure is followed by: PAD4 inh | MCL1 BIM primary | GSTO1 inh | TPT1 inhibitor | BCLXL inh | MEX-5 binding | PME-1 inh | Fam108B inh | GLD-1 RNA inh
> CCN(CC)c1ccc(C=Nc2ccccc2C)c(O)c1
    -5 | 9 | -3 | -1 | 7 | 1.7 | -1 | 2 | -1
> COc1ccc(-c2cc(-c3cc(C)ccc3O)[nH]n2)cc1
    -5 | 3 | -24 | 3 | 2 | -0.4 | 13 | -3 | 13
> COc1cccc(CNCc2ccccn2)c1OC
    -1 | 8 | 4 | 0 | 2 | 0.4 | 1 | -3 | 5
> CCOC(=O)N1CCN(C(=O)c2ccc3c(c2)N(Cc2ccccc2)CCS3)CC1
    -1 | 5 | -2 | 1 | -1 | -0.1 | 19 | 6 | -8
> Cc1nc(Sc2ccc(Br)cc2)c(C#N)c(C)c1[N+](=O)[O-]
    -1 | 7 | -16 | -1 | 2 | 0.2 | 3 | -1 | -5
> CC(C)CCNC(=O)CN(Cc1ccc(F)cc1)C(=O)CCC(=O)Nc1ccccn1
    -3 | 6 | 5 | -6 | 7 | 0.5 | -1 | 11 | -10
> CC(c1ccccc1)n1cc(C(=O)NCCCn2ccnc2)nn1 (configuration not stated)
    2 | 6 | 8 | 6 | 5 | 0.2 | -9 | -2 | 0
> CCOC(=O)C1(Cc2cccc(F)c2)CCN(CCCn2cccn2)CC1
    0 | 6 | -2 | 4 | 6 | -0.3 | -6 | 5 | 2
> CC(C(=O)NCCC1=CCCCC1)N1C(=O)c2ccccc2C1=O (configuration not stated)
    -1 | 8 | 4 | 1 | 5 | -0.2 | 1 | -1 | 0
> O=C(N/N=C/c1ccc([N+](=O)[O-])cc1)c1cc(C2CC2)nc2ccccc12
    -11 | 7 | 4 | -2 | 5 | 1.4 | 8 | -1 | 6
> COc1ccc(NC(=O)NNC(=O)C(C)Oc2ccc3ccccc3c2)cc1OC (configuration not stated)
    2 | 0 | 2 | 0 | 2 | -0.4 | 10 | 5 | -4
> CCCN(C(=O)C1CSC2(C)CCC(=O)N12)c1c(N)n(Cc2ccccc2)c(=O)[nH]c1=O (configuration not stated)
    -4 | -11 | 11 | 0 | -8 | -2.6 | 1 | 1 | 3
> COc1cc(C)ccc1OCCOCCOc1cc(C)c(C)cc1Br
    9 | 2 | -1 | 2 | 5 | 0.2 | -4 | -3 | 3

# Compound activity as filed in PubChem BioAssay.
